# High-throughput results from PubChem BioAssay.
# CF NFkB block: cystic fibrosis NF-kB activation inhibition; 360,000 tested, 0.86% active; KKLEB NF-kB-GFP reporter, PAF-induced, GFP fluorescence overnight; inhibition, % at 5 µM;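 active = at least 50% inhibition at 5 µM, scaled per plate between neutral and stimulator controls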;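 also: PAF is a Pseudomonas aeruginosa culture filtrate used as stimulus; plate controls were PAF-stimulated DMSO wells for no effect and unstimulated DMSO wells for full effect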
# TROY signal inh: TROY signaling inhibition; Q293 LMP1-TROYcd NF-kB luciferase reporter, 4 h; inhibition, % at 10 µM; 360,000 tested, 0.98% active; AID 1347056;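 active = compounds whose plate-normalised and pattern-corrected inhibition of the luciferase reporter signal at the single screening dose is 50% or more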
# LMP1 NFkB inh: Epstein-Barr LMP1 NF-kappaB reporter inhibition. LMP1-induced NF-kappaB luciferase reporter cells, luminescence. inhibition, % at 12.5 µM. 350,000 tested, 0.69% active; in the data active = inhibition above about 41%;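 also: 0% = neutral control wells and 100% = reference inhibitor control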
# NR2F2 inh: blocks human COUP-TFII nuclear receptor | P24468 | HEK293T NGFI-A luciferase reporter, luminescence | inhibition, % at 8.6 µM | 370,000 tested, 0.7% active | AID 686940;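 active = inhibition above a per-plate cutoff, mean inhibition of test wells between control levels plus 3 SD, cut at about 38% in these data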;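 also: cells cotransfected with COUP-TFII expression vector driving the NGFI-A reporter; 0% = median of COUP-TF2 test wells and 100% = reporter-only cells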
# Target sequence (P24468 whole entry, looked up): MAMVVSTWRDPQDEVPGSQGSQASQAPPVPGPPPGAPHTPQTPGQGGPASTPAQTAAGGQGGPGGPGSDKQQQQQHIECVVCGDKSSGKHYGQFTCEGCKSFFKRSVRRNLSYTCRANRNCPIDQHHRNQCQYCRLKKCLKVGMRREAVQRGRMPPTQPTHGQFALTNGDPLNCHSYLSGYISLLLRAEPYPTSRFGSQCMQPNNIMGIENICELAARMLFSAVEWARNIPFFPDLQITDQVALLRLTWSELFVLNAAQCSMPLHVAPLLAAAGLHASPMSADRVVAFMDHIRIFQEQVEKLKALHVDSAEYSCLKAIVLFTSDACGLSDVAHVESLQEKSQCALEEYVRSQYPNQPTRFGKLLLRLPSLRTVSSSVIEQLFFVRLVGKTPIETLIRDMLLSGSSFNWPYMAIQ
# SRC3 inh: inhibitors of human steroid receptor coactivator 3 (SRC3). inhibition, % at 3.6 µM. HEK293 GAL4-SRC3 luciferase reporter, luminescence. AID 588352. 360,000 tested, 0.17% active;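 active = inhibition above a per-campaign cutoff, the mean of all compounds plus 3 SD, cut at about 60% in these data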;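 also: 0% = DMSO-treated cells and 100% = gossypol-treated cells at 36 µM; higher means less SRC3-driven luciferase light from the GAL4 reporter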
# Shn3 3UTR inh: Schnurri-3 reporter inhibition in Clone20 osteoblasts | Clone20 osteoblast Shn3 3'UTR firefly luciferase, 24 h | inhibition, % at 12.5 µM | AID 588674 | 360,000 tested, 0.52% active;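 active = mean inhibition of at least 75% with every replicate also reaching 75%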;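 also: 0% = median of neutral control wells and 100% = pilot-screen positive control compound; some compounds past the cut are filed as inactive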
# SRC1 inh: human NCOA1 inhibition; HEK293 GAL4-SRC1 luciferase reporter, luminescence; inhibition, % at 3.6 µM; 360,000 tested, 0.12% active;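 active = inhibition above the campaign mean plus 3 SD, with each screening campaign given its own cutoff, cut at about 60% in these data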;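 also: 0% = DMSO treated cells and 100% = gossypol at 36 µM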
# TRAIL sens C8: caspase-8 TRAIL sensitization | inhibition (viability loss, TRAIL sensitization), % at 10 µM | NB7+C8 cells + TRAIL, ATPlite viability luminescence | 360,000 tested, 1% active | AID 624354;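 active = compounds causing at least 50% loss of cell viability in the single-dose screen, relative to plate controls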
# KKLEB tox: CF airway cell cytotoxicity counter-screen; KKLEB CF airway cells viability, ATPlite luminescence, overnight; stronger effect = lower value; cells stimulated with P. aeruginosa culture filtrate; activity change (cytotoxicity), % at 5 µM; 360,000 tested, 0.36% active; AID 602141;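 active = corrected activity change at or below -50% at 5 µM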
# TWEAK Fn14 block: TWEAK-Fn14 signaling inhibition; TWEAK-stimulated Fn14 reporter cells, luciferase luminescence, 8 h; inhibition, % at 10 µM; 360,000 tested, 2% active; in the data active = inhibition above about 50%
# LRH-1 inv ag: NR5A2 inverse agonism in reporter assay; inhibition, % at 3.6 µM; 360,000 tested, 0.13% active; HEK293T StAR-luciferase reporter, LRH-1 transfected, 24 h;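 active = inhibition above the mean inhibition of all tested compounds plus 3 SD, cut at about 73% in these data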;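 also: 0% = DMSO wells and 100% = reporter-only cells lacking LRH-1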
# Target sequence (O00482 whole entry, looked up): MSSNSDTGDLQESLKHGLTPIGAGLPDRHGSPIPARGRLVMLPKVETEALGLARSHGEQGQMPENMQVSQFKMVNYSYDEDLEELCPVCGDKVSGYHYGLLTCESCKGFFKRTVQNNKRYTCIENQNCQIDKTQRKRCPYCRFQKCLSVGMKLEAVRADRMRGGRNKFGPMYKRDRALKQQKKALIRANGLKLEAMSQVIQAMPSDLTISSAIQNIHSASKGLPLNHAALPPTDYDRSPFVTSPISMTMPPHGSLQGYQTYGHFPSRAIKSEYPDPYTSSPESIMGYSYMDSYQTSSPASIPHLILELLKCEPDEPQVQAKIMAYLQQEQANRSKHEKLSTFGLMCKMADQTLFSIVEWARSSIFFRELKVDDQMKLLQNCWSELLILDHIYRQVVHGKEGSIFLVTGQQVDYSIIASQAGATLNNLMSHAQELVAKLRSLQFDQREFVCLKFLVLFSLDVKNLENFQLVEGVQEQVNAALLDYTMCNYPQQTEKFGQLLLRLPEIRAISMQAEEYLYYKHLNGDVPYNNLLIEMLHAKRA
# Starred values were filed as active, the others as inactive; x = no result given.
SMILES,CF NFkB block,TROY signal inh,LMP1 NFkB inh,NR2F2 inh,SRC3 inh,Shn3 3UTR inh,SRC1 inh,TRAIL sens C8,KKLEB tox,TWEAK Fn14 block,LRH-1 inv ag
O=C(O)c1cc(Cl)ccc1-c1ccc(/C=C/c2cc(C(F)(F)F)[nH]c(=O)n2)o1,15,-5,-3,16,16,5,0,-2,-13,-22,0
COc1ccccc1CCc1nnc(CCC(=O)NC(C)Cc2cccs2)o1 (stereo unspecified),24,-25,4,3,5,-4,-27,-17,-16,3,-7
COc1cccc(C2NC(=O)CCC2[N+](=O)[O-])c1OC (stereo unspecified),-24,-13,-5,8,17,-5,-11,-21,1,5,17
O=C(CSC(=S)N1CCCC1)Nc1ncc(Cl)cc1Cl,-5,-9,-6,10,2,-21,6,10,4,-3,8
CCOc1ccc(-n2ccc(=O)c(C(=O)Nc3ccc(S(=O)(=O)N4CCOCC4)cc3)n2)cc1,-2,0,3,-14,3,10,24,4,10,1,7
Cc1cccc(OCc2nnc(SCC(=O)Nc3ccc(C)c(C)c3)o2)c1,0,9,-2,-4,11,-6,12,7,-5,2,6
CCCOC(=O)c1ccc(Oc2coc3c(CN(CC)CC)c(O)ccc3c2=O)cc1,10,11,12,-12,-16,-19,18,-1,-7,-3,3
CCC(CC)COC(=O)C1=C(C)NC(=O)NC1c1ccc(N(C)C)cc1 (stereo unspecified),-3,4,0,7,-2,27,-18,15,-3,-25,7
C/C(=N\Nc1nnc(C)c(=O)[nH]1)C(=O)O,10,11,-1,5,-3,15,-2,-14,6,-3,-13
CN(C)c1ccc(C(CNC(=O)c2cccs2)N(C)C)cc1 (stereo unspecified),1,-22,-1,-24,-35,-29,-39,1,-2,6,-23
O=C(CN1c2ccccc2S(=O)(=O)c2ccccc21)NCc1ccccc1,-18,-15,-3,-10,13,-4,-3,-6,5,3,4
COc1ccccc1Nc1ccc(C(=O)NC2CCCCC2)cn1,3,-49,-4,7,-1,-26,-9,-2,-2,-16,-16
C/C(=N\S(=O)(=O)c1ccc(C)cc1)N1CCCCC1,-5,12,-27,-18,12,8,4,0,0,2,-8
CCOC(=O)c1c(CN(C)C)n(C)c2ccc(OC(C)=O)cc12,-11,-3,-8,3,16,4,3,5,10,-6,-8
COc1ccc(OC)c(NC(=O)CN(Cc2ccc(Cl)cc2)S(C)(=O)=O)c1,3,-3,-8,-2,10,-4,-8,13,1,-10,-3
O=C(Nc1ccc(OC(=O)c2ccccc2)c(-c2nc3ccccc3s2)c1)c1ccccc1,-14,-12,-4,1,7,16,-20,10,-13,12,1
CC(=O)N1CCN(c2ccc(NC(=O)c3ccco3)cc2Cl)CC1,-17,-47,-39,-9,-11,-33,-53,0,8,-22,-19
COCCCNC(=O)c1sc2ncnc(N3CCc4ccccc4C3)c2c1C,-3,13,2,-2,9,4,15,0,-11,3,26
Clc1cccc(Cl)c1COn1nnc2ccccc21,5,-15,-6,-39,-51,-71,-107,7,-7,-10,-41
Fc1ccc(C2=NN(c3ccccc3)C(c3ccco3)C2)cc1 (stereo unspecified),0,-30,-8,-3,13,-13,-24,-3,-2,6,10
Cc1cccc(C(=O)NCC(=O)OCc2nnc(-c3ccccc3)o2)c1,-10,-26,-6,-28,2,-32,-14,2,-1,-6,-11
CCOc1ccc(Nc2oc(-c3cccc(Cl)c3)nc2C#N)cc1,-3,2,-49,-5,7,-22,-34,-12,-4,-35,1
CC(C)c1ccc(NC(=O)Cc2ccc(NC3=NC4CS(=O)(=O)CC4S3)cc2)cc1 (stereo unspecified),0,-18,-2,-8,5,-81,-9,19,10,2,-37
O=C(COC(=O)c1cc(=O)[nH]c2ccccc12)Nc1cccc(S(=O)(=O)N2CCOCC2)c1,10,3,-13,6,8,6,-13,-22,-18,1,9

# Shown with two lines to a compound: entries from further up
# Each structure is followed by: CF NFkB block, TROY signal inh, LMP1 NFkB inh, NR2F2 inh, SRC3 inh, Shn3 3UTR inh, SRC1 inh, TRAIL sens C8, KKLEB tox, TWEAK Fn14 block, LRH-1 inv ag
O=C(CSC(=S)N1CCCC1)Nc1ncc(Cl)cc1Cl
  -5, -9, -6, 10, 2, -21, 6, 10, 4, -3, 8
CC(C)c1ccc(NC(=O)Cc2ccc(NC3=NC4CS(=O)(=O)CC4S3)cc2)cc1 (stereo unspecified)
  0, -18, -2, -8, 5, -81, -9, 19, 10, 2, -37
CCCOC(=O)c1ccc(Oc2coc3c(CN(CC)CC)c(O)ccc3c2=O)cc1
  10, 11, 12, -12, -16, -19, 18, -1, -7, -3, 3

# Continuation:
SMILES,CF NFkB block,TROY signal inh,LMP1 NFkB inh,NR2F2 inh,SRC3 inh,Shn3 3UTR inh,SRC1 inh,TRAIL sens C8,KKLEB tox,TWEAK Fn14 block,LRH-1 inv ag
CCN(CCn1cccn1)C(=O)c1cc(COc2ccc(F)cc2Cl)on1,-2,-35,-15,9,20,-4,3,3,-11,1,-3
CN(C)CCN(Cc1ccccc1)S(=O)(=O)c1ccc2c(c1)n(C)c(=O)c(=O)n2C,-2,7,-6,8,2,16,-10,21,-3,-26,-25
COc1ccc(C(CC(=O)O)N2Cc3ccccc3C2=O)cc1 (stereo unspecified),3,13,x,8,-35,13,20,-18,-3,-6,9
O=C(NCc1nc2ccccc2[nH]1)c1ccc([N+](=O)[O-])cc1,3,12,-3,-17,10,5,-3,2,-34,-3,-9
COc1ccc(NC(=O)COC(=O)c2c3c(nc4ccccc24)CCCC3)cc1,-10,42,7,15,6,46,16,28,13,59*,7
COc1ccc(NS(=O)(=O)c2ccc(NC(=O)CCNS(=O)(=O)c3ccc(C)cc3)cc2)cc1,-2,9,0,6,20,-11,-3,3,16,3,7
Cc1ccc(N/C=C/c2onc(C)c2[N+](=O)[O-])cc1,-4,-13,-57,-57,-101,-127,-168,-10,0,-16,-121
OC(COC(c1ccccc1)c1ccccc1)CN1CCN(c2cccc(Cl)c2)CC1 (stereo unspecified),14,26,-6,16,-7,9,3,16,-5,16,2
C=C1CCC2C(C)(C)[C@@H](O)CC[C@@]2(C)[C@@H]1COc1ccc2ccc(=O)oc2c1 (stereo partly specified),13,33,6,-10,10,58,-19,7,-3,31,12
O=C(CNC(=O)c1ccccc1F)OCCOc1cccc(Cl)c1,21,-33,-5,-1,-13,-2,-5,-7,10,-8,-7
C[C@@H]1CN([C@@H](C)CO)C(=O)CCCn2nncc2CO[C@@H]1CN(C)C(=O)Nc1ccc(C(F)(F)F)cc1,-4,1,6,-3,0,-24,-32,2,1,13,-3
CCOC(=O)N1CCN(S(=O)(=O)N2CCCC(C(=O)NCc3ccccc3OC)C2)CC1 (stereo unspecified),8,-22,1,-6,14,12,-17,-3,9,-1,6

# Single records, from the list above. Order of values: CF NFkB block	TROY signal inh	LMP1 NFkB inh	NR2F2 inh	SRC3 inh	Shn3 3UTR inh	SRC1 inh	TRAIL sens C8	KKLEB tox	TWEAK Fn14 block	LRH-1 inv ag
# Shown for `C[C@@H]1CN([C@@H](C)CO)C(=O)CCCn2nncc2CO[C@@H]1CN(C)C(=O)Nc1ccc(C(F)(F)F)cc1` = -4	1	6	-3	0	-24	-32	2	1	13	-3
# Shown for `O=C(NCc1nc2ccccc2[nH]1)c1ccc([N+](=O)[O-])cc1` = 3	12	-3	-17	10	5	-3	2	-34	-3	-9

# Returning to the listing; the two compounds before the break are reprinted first.
SMILES,CF NFkB block,TROY signal inh,LMP1 NFkB inh,NR2F2 inh,SRC3 inh,Shn3 3UTR inh,SRC1 inh,TRAIL sens C8,KKLEB tox,TWEAK Fn14 block,LRH-1 inv ag
C[C@@H]1CN([C@@H](C)CO)C(=O)CCCn2nncc2CO[C@@H]1CN(C)C(=O)Nc1ccc(C(F)(F)F)cc1,-4,1,6,-3,0,-24,-32,2,1,13,-3
CCOC(=O)N1CCN(S(=O)(=O)N2CCCC(C(=O)NCc3ccccc3OC)C2)CC1 (stereo unspecified),8,-22,1,-6,14,12,-17,-3,9,-1,6
COC1OC2COC(c3ccccc3)OC2C(O)C1NC(C)=O (stereo unspecified),-2,2,0,15,6,-7,-8,7,-11,-4,-3
CC(C)CCn1c(Oc2ccccc2Cl)nc2c1c(=O)n(C)c(=O)n2C,-4,11,6,7,7,19,2,12,3,-2,14
CCc1cccc(NC(=O)Cn2c(=O)oc3cc(S(=O)(=O)N4CCOCC4)ccc32)c1,14,22,8,25,18,44,16,6,1,18,28
OC1c2cc(Cl)cc(Cl)c2N=C2CCCN21 (stereo unspecified),-2,3,x,-12,-16,-48,-20,-6,2,0,8
O=C(c1ccc(F)cc1)c1ccc(N2CCCC2)cc1,-17,x,-27,-60,-39,-71,-40,-7,12,-12,-73
CCOC(=O)c1cnc2ccc(C)cc2c1OCc1cc(F)cc(F)c1,-9,-11,-4,12,14,3,-1,-4,-3,-29,4
Cc1oc(-c2ccc(Cl)cc2)nc1CS(=O)CC(=O)NCCCN1CC(C)CC(C)C1 (stereo unspecified),29,-10,-5,10,-3,-1,-25,6,-2,12,2
COc1ccc(NC(=O)COC(=O)CCSc2ccccc2)cc1OC,19,7,1,-2,19,6,15,-7,-13,-20,-1
CCOC(=O)CN1NC2(CCCCCCC2)NC1=S,-2,6,-8,-1,5,5,-10,8,2,10,9
COc1ccccc1CC(=O)Nc1ccc(Cl)cc1C(=O)O,-22,-9,5,3,9,-3,-8,-4,5,-50,-2
CCCN1CCN(S(=O)(=O)c2ccc(-n3cnnn3)cc2)CC1,14,-14,3,17,11,-4,9,-16,-13,28,6
N#CN=CN1CC=C(c2ccc(Cl)cc2)CC1,-5,1,1,-4,-5,3,-8,7,8,-3,-11
O=S1(=O)CCN(Cc2ccccc2)CC1,-6,-8,1,-6,5,-22,-6,1,2,4,-18
CCC(C(=O)N1CCc2ccccc2C1)n1nc(C)n2c(cc3occc32)c1=O (stereo unspecified),-4,x,2,5,-19,3,-2,9,10,81*,-3
CCC(C)N(C(=O)CSc1nc(C)c(C)c(C)c1C#N)C1CCS(=O)(=O)C1 (stereo unspecified),-12,-4,-3,2,26,6,13,-1,2,-4,28
Cc1ccc(N2CN(S(=O)(=O)c3cccc([N+](=O)[O-])c3)c3nc4ccccc4nc32)cc1,6,49,-1,-10,-13,-4,7,21,-1,27,-9
CCOC(=O)C(CC)Sc1nnc2c3cc(C)ccc3n(C)c2n1 (stereo unspecified),-4,-11,0,6,7,-23,-11,14,5,7,-6

# A portion of the library. The share of hits here may be higher or lower than overall.
